Screening data deposited in PubChem by National Center for Advancing Translational Sciences (NCATS).
Giardia kill – kills Giardia lamblia. Giardia lamblia trophozoite viability. activity change, % at 7.66 µM, hits read low. 340,000 compounds, 0.15% hits; in the data active means activity change below about -80%; inconclusive means between about -30% and that limit;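 further: parasites exposed to compound for two days anaerobically before the ATP read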
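Trophozoites 100 cells/well + cpd; 48 hrs, 37 deg C, anaerobic. ATPLite 1-Step added, 15-30 min RT, luminescence read (ATP-based viability).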
PKM2 act – PKM2 (human) enzyme activation. P14618. purified PKM2, Kinase-Glo ATP luminescence, activation; response scale: 0% is enzyme alone, no compound. Potency, µM (titrated, usually from 57.5 µM), inactives show at the highest dose activation, hits mostly activators. 260,000 compounds, 0.34% hits; further: potency means the concentration at half of the fitted maximal effect; nearly all actives have a fitted effect of over 55% in size
Target sequence (P14618 whole entry, looked up): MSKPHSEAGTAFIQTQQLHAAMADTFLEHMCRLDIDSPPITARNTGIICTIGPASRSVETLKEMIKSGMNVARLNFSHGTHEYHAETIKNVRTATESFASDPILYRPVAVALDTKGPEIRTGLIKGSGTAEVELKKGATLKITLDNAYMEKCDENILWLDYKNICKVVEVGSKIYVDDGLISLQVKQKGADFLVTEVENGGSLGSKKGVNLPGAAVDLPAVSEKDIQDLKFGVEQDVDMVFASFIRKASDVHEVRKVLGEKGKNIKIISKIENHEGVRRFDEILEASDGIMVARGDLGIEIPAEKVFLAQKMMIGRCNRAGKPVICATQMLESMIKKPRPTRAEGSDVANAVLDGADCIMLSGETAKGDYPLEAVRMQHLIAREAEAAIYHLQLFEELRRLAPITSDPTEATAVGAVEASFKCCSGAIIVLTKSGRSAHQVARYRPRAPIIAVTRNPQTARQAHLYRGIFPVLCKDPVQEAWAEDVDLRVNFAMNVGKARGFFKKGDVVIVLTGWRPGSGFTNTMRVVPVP
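hPK-M2, >95% pure; 0.1 mM ADP / 0.5 mM PEP final; imidazole pH7.2 buffer w/ 7 mM MgCl2, 50 mM KCl; 1 h RT; Kinase-Glo lum. Intermediate enzyme activity for dual inhibitor/activator qHTS.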
Eya2 inh – inhibitors of human Eya2 phosphatase activity; O00167; recombinant Eya2, OMFP fluorescence dephosphorylation (OMFP is methylfluorescein phosphate); Potency, µM (titrated, usually from 76.9 µM), inactives show at the highest dose activity, negative = inhibition, actives largely listed as inhibitors; 330,000 compounds, 0.006% hits; AID 488837; further: potency means the concentration at half of the fitted maximal effect
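Eya2 (0.2 uM) preincubated 10 min at ambient with compound, then OMFP substrate added at 50 uM; 10 min reaction in 50 mM HEPES pH 7.5, 50 mM NaCl, 5 uM MgCl2, 0.05% BSA, 1 mM DTT. Fluorescence read at Ex 485/Em 525 nm.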
hERG WT inh – KCNH2 (human, wildtype) channel inhibition. AID 720551. 340,000 compounds, 0.37% hits. activity change, % at 1.84 µM. Q12809. U2OS, BacMam KCNH2, thallium flux FluxOr; hits give low values;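 active means maximum activity change below -70%; inconclusive means maximum activity change between -70% and -50%; inactive means maximum activity change above -50%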
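U2OS cells were transduced with wild-type KCNH2 virus (2.03 x 10^8 / mL) for 4 h at room temperature, then cultured overnight at 37 C. Thallium flux was read with FluxOr dye. Rate constants were normalized to DMSO controls.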
KCNH2 3.1 inh – KCNH2 3.1 (human) potassium channel inhibition; U2OS KCNH2 3.1, thallium flux FluxOr; hits give low values; activity change, % (tested at about 1.8 µM); 340,000 compounds, 0.95% hits; AID 720553;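 active means maximum activity change below -70%; inconclusive means maximum activity change from -70% to -50%; inactive means maximum activity change above -50%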;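 further: thallium influx rate constant from kinetic fluorescence after stimulation buffer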
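Thallium flux via FluxOr fluorescence (Red40 quencher, 45 min loading) in U2OS cells virally expressing the KCNH2 3.1 isoform (1.77 x 10^8 /mL virus, overnight at 37 C). Rate constants from 2-min kinetic reads post-stimulation, normalised to positive and negative controls.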
FBPA coupling cs – coupling enzyme interference in Giardia aldolase counter-screen | coupling enzyme system counterscreen, AmpLite Red fluorescence | activity change, negative = inhibition, % at 58.2 µM, hits read low | 290,000 compounds, 0.67% hits | AID 2472; in the data active means activity change below about -30%
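Counterscreen of the coupled detection system alone, without aldolase: glyceraldehyde-3-phosphate coupling enzymes plus AmpLite Red readout. Compounds at 57.5 uM final, 10 min RT preincubation, 20 min RT reaction, fluorescence 525/598 nm.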
USP2a block – blocks human ubiquitin-specific protease USP2a; USP2 core, Ub-CHOP2 coupled fluorogenic reporter, 485/531; AID 463254; O75604; 330,000 compounds, 0.01% hits; Potency, µM (series often up to 38.3 µM), without a hit: at the highest dose activity change, negative = inhibition, usual class: inhibitors;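 further: potency means the concentration at half of the fitted maximal effect; plate controls were DMSO wells for no effect and full inhibition by NEM control for full effect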
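USP2 core (10nM final) preincubated 30min RT with compound in 20mM Tris-HCl pH 8.0, 2mM CaCl2, 2mM beta-mercaptoethanol, 0.05% CHAPS; 25nM Ub-CHOP2 plus 25nM reporter substrate added, fluorescence (Ex485/Em531) read after 60min.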
uPA generation – cell surface uPA generation inhibition | Potency, µM (titrated, usually from 38.3 µM), for the others: top-dose activity change, negative = inhibition, actives largely listed as inhibitors | cell surface uPA generation assay, qHTS | 330,000 compounds, 0.31% hits; active means well fitted inhibition curve with a large enough effect; inconclusive means small, poorly fitted or top-dose-only effect; inactive means no such curve, though single readings can be large or run the other way; tested in mouse RAW 264.7 cells; further: potency means the concentration at half of the fitted maximal effect; nearly all actives have a fitted effect of over 55% in size
B2AR arrestin – beta2AR (human) beta-arrestin recruitment activity; P07550; beta-arrestin recruitment to beta2AR, cell-based reporter; Potency, µM (series often up to 46.1 µM), for inactives: at the top dose activation, hits mostly activators; 330,000 compounds, 0.02% hits;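 further: potency means the concentration at half of the fitted maximal effect; 0% = DMSO controls and full agonism = EC100 isoproterenol or metaproterenol; nearly all actives have a fitted effect of over 65% in size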
Target sequence (P07550 whole entry, looked up): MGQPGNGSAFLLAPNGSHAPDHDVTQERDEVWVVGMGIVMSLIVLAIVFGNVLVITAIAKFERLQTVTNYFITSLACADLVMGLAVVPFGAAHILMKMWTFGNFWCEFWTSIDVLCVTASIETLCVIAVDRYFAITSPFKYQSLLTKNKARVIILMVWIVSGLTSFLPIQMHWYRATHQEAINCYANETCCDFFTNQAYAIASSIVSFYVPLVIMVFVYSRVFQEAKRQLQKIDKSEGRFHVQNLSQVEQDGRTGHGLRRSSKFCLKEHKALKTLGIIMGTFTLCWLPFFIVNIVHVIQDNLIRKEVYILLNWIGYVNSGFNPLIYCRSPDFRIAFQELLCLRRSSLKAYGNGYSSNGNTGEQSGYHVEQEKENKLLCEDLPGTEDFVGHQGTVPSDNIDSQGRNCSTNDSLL
BCR signal inh – chronic active BCR signaling inhibition; Potency, µM (doses to about 46.1 µM), without a hit: top-dose ratio change, negative = lower green/red ratio, usual class: inhibitors; AID 493014; 340,000 compounds, 0.05% hits; ABC-DLBCL IkBa-CBG/CBR reporter, luminescence ratio, 4 h; active means well fitted inhibition curve with a large enough effect in the signal ratio, with a control signal flat, not every such curve was filed as active; inconclusive means small, poorly fitted or top-dose-only effect, or effect the other way, or a change in a side signal; the % refers to the signal ratio;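 further: potency means the concentration at half of the fitted maximal effect; plate controls were basal doxycycline-induced cells for no effect and cells given 10 µM MG132 for full effect; MG132 reads +100%, hits lower the ratio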
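TMD8 human ABC-DLBCL cells with doxycycline-inducible IκBα–green luciferase fusion and unfused red luciferase, in 0.5% FBS medium; compounds up to 46 uM, 4 h at 37C. Green/red luminescence ratio, filter-overlap corrected, fitted to concentration-response curves.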
GALK inhibitor – galactokinase (human) inhibition; P51570; Purified GALK, Kinase-Glo residual ATP luminescence; Potency, µM (titrated, usually from 57.5 µM), for inactives: at the top dose activity change, negative = inhibition, usual class: inhibitors; 270,000 compounds, 0.007% hits; AID 1868; further: potency means the concentration at half of the fitted maximal effect
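Kinase-Glo Plus luminescence measured ATP left after a 1 h room-temperature reaction. The reaction used 5 nM GALK, 100 uM galactose and 35 uM ATP at pH 8.0 (20 mM HEPES, 5 mM MgCl2, 60 mM NaCl, 1 mM DTT, 0.01% BSA).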
An asterisk follows results filed as active; i = inactive; ? = inconclusive; / = no result given; [ ] = remark or other dose. Unless noted, the call rests on the fitted dose curve; in most records, active means well fitted curve in the direction sought with a large enough effect; inconclusive means small, poorly fitted or top-dose-only effect, or another doubt; inactive means no such curve, though single readings can be large; an effect the other way counts as inactive or inconclusive. Unless noted, on the % scale 0 is the no-effect control and ±100 the full control effect. Hits appear at their usual frequency; about 2.4% have a hit in one of these screens.

SMILES	Giardia kill	PKM2 act	Eya2 inh	hERG WT inh	KCNH2 3.1 inh	FBPA coupling cs	USP2a block	uPA generation	B2AR arrestin	BCR signal inh	GALK inhibitor
Cc1nc2c(cnn2-c2ccc(Cl)cc2)c(=O)n1-c1ccc(N2CCC(C)CC2)cc1	/	-3%	23%	/	/	4	3%	/	0.1%	?	1%
CCOc1ccc(C(=O)NCC(=O)OCC(=O)Nc2ccccc2OCC)cc1	-13	7%	-6%	3	4	6	0%	4%	-1.5%	?	1%
CC(=O)NC(Cc1ccc(F)cc1)C(=O)NC1CCN(c2ncccc2[N+](=O)[O-])CC1 (configuration not stated)	?	-2%	5%	-8	5	0	2%	14%	0.1%	0%	5%
O=[N+]([O-])c1ccc(N=NN(CCO)CCO)cc1	?	-3%	0%	/	3	0	1%	6%	0.1%	1%	2%
COc1ccc(CNC(=O)CCc2cc(OC)c(OC)c(OC)c2)cc1	-2	/	9%	-18	-10	2	3%	9%	-0.1%	?	-1%
c1csc(CNc2nc3ccccc3n2CCN2CCOCC2)c1	7	-3%	4%	2	0	0	-7%	-1%	0.1%	-15%	2%
OC(c1ccccc1)c1ccncc1 (configuration not stated)	14	/	5%	-5	23	/	1%	23%	-0.9%	2%	/
O=[N+]([O-])c1ccc(N2CCN(S(=O)(=O)c3ccc(Cl)c(Cl)c3)CC2)cc1NCCN1CCOCC1	54[activator]	2%	-5%	8	21	3	1%	-3%	-0.6%	1%	/
Cc1c(C#N)c(O)n(CCO)c(=O)c1N=Nc1ccc2c(c1)COC2=O	5	0%	5%	-1	10	1	-1%	-5%	-0.5%	?	/
CCc1ccc(NC(=O)CSc2nnc(-c3cnccn3)n2C)cc1	-26	/	-2%	3	7	/	4%	0%	0.4%	0%	-5%
CN(Cc1ccccc1)C(=O)CSc1n[nH]c(N)n1	9	/	-11%	-1	-2	5	1%	1%	0.0%	?	1%
Cc1sc2ncnc(N3CCC(C(=O)N(C)CC(=O)Nc4ccccc4Cl)CC3)c2c1C	13	-2%	2%	-12	-2	4	1%	3%	-0.4%	?	-4%
CC(C)c1cccc(-c2ccc3c(c2)S(=O)(=O)c2cccc(C(=O)NCc4ccccc4)c2C3=O)c1	-5	/	4%	-2	-26	/	-1%	5%	0.0%	2%	/
CC1CCCN(Cc2nc3c(c(=O)n(C)c(=O)n3C)n2CCCc2ccccc2)C1 (configuration not stated)	41[activator]	0%	-28%	5	0	2	-2%	3%	-0.5%	?	-1%
O=C(CCN1C(=O)c2ccccc2S1(=O)=O)NCc1ccccc1Cl	11	/	1%	-2	-7	/	1%	9%	-0.1%	3%	/
Cc1ccc(NC(=O)NCc2cccnc2)cc1C	8	-2%	5%	-11	7	/	0%	4%	-0.1%	1%	2%
COc1cccc(NC(=O)c2ccc3snnc3c2)c1	-5	2%	-4%	-2	-1	0	1%	-5%	-1.5%	?	-1%
COc1ccc(NC(=O)c2cccnc2)cc1	13	-5%	0%	-3	-7	0	1%	2%	0.3%	?	-2%
COC(=O)CC(NC(=O)c1cccs1)c1ccc(OC)c(OC)c1 (configuration not stated)	-9	-4%	-34%	-11	8	0	1%	15%	-0.3%	-7%	-1%
COc1nc(OC)nc(N2CCC(C(=O)Nc3cccc4ccccc34)CC2)n1	-2	-1%	-3%	12	-26	1	3%	10%	-0.9%	0%	7%
CCOC(=O)/C(C#N)=C/c1cn(CCC(=O)O)nc1-c1ccc(Br)cc1	-25	-3%	0%	8	9	16	3%	-2%	0.2%	4%	0%
O=C(NC1CCN(Cc2ccccc2)CC1)c1ccc(CS(=O)c2ccc(F)cc2)o1 (configuration not stated)	11	/	4%	9	-7	/	4%	8%	-0.8%	1%	-3%
COCCCNC(=O)c1cc(Sc2ccc(F)cc2)nc2ccccc12	-13	9%	-5%	-7	-19	4	-3%	-5%	-0.7%	1%	1%
O=C(COc1ccccc1)OCC(=O)N1CCCc2ccccc21	0	/	1%	-5	12	/	2%	1%	0.1%	-1%	/
CCOc1ccc(OCCC(=O)N2CCc3cc(OC)c(OC)cc3C2)cc1	7	-2%	6%	-2	-12	0	1%	3%	0.4%	1%	-4%
O=C(NCCCn1ccnc1)c1nn2c(C(F)(F)F)cc(-c3ccccc3)nc2c1Cl	1	-17%	-2%	8	20	1	1%	-8%	0.0%	0%	1%
Cc1ccc(NS(=O)(=O)c2ccc(C(C)(C)C)cc2)cn1	1	-5%	0%	10	3	2	2%	8%	-0.4%	7%	-3%
Cc1c(-c2ccccc2)oc2c(C(=O)N3CCN(c4ccc([N+](=O)[O-])cc4)CC3)cccc2c1=O	-28	-17%	5%	-103*	-71*	-10	-13%	4%	-0.5%	-3%	0%
N#Cc1cc([N+](=O)[O-])ccc1N1CCCC1	0	27%	0%	1	26	3	2%	2%	6.4%	3%	/
Cc1nn(-c2cccc([N+](=O)[O-])c2)c(N)c1-c1ccccc1	0	1%	-6%	18	-13	2	1%	-2%	-0.3%	?	-1%
Cc1ccc(CN(C(=O)c2ccco2)C2CCS(=O)(=O)C2)cc1 (configuration not stated)	19	-6%	8%	12	21	/	1%	-4%	-0.7%	4%	-5%
O=C(CSc1nnc(CNC(=O)c2c(F)cccc2Cl)o1)Nc1ccccc1	-5	4%	6%	-1	10	2	4%	-2%	0.2%	?	-2%
O=S(=O)(c1ccc(OC(F)(F)F)cc1)N1CCCC(c2ccccc2)C1 (configuration not stated)	-8	/	-18%	-6	-4	-1	3%	-11%	-1.3%	2%	3%
O=C1CC(/C=C/c2ccccc2)(C(=O)NC2CCCC2)N1c1ccc(S(=O)(=O)N2CCCC2)cc1 (configuration not stated)	-14	-4%	4%	1	0	1	-1%	0%	0.1%	0%	-1%
CCC(=O)N1CCN(c2ccc(NC(=O)COc3ccccc3[N+](=O)[O-])cc2)CC1	5	1%	-26%	1	0	4	-2%	9%	-0.3%	-12%	0%
COC(=O)c1ccc(CNC(=O)COC(=O)c2cccs2)cc1	-4	/	-2%	1	2	/	-1%	7%	-0.5%	0%	/
CN(C)Cc1c(C(=O)N/N=C/c2ccco2)nnn1-c1nonc1N	3	-8%	1%	3	-1	0	2%	3%	0.1%	-5%	17%
N#Cc1ccsc1NC(=O)COC(=O)CCS(=O)(=O)c1ccccc1	-7	/	-38%	0	?	/	-1%	2%	0.0%	8%	/
O=C1c2ccccc2S(=O)(=O)N1Cc1cc(=O)n2ccsc2n1	-6	-2%	9%	28	11	-1	5%	-4%	-0.1%	1%	0%
CC(C)c1nc2sc3c(NCc4ccccc4)ncnc3c2c2c1COC(C)(C)C2	-1	-5%	2%	0	2	-1	1%	0%	-1.5%	6%	-1%
COc1ccc(CN(CC(=O)NCC2CCCO2)C(=O)CCC(=O)Nc2cc(C)on2)cc1 (configuration not stated)	0	0%	-2%	3	7	5	0%	5%	0.0%	?	-3%
CC(C)CC1=NN(C(=O)c2ccco2)C(O)(C(F)(F)F)C1 (configuration not stated)	-20	-3%	-6%	i	-9	5	0%	5%	0.0%	-14%	2%

Random excerpt: three compounds from above
SMILES	Giardia kill	PKM2 act	Eya2 inh	hERG WT inh	KCNH2 3.1 inh	FBPA coupling cs	USP2a block	uPA generation	B2AR arrestin	BCR signal inh	GALK inhibitor
Cc1c(-c2ccccc2)oc2c(C(=O)N3CCN(c4ccc([N+](=O)[O-])cc4)CC3)cccc2c1=O	-28	-17%	5%	-103*	-71*	-10	-13%	4%	-0.5%	-3%	0%
COc1ccc(CN(CC(=O)NCC2CCCO2)C(=O)CCC(=O)Nc2cc(C)on2)cc1 (configuration not stated)	0	0%	-2%	3	7	5	0%	5%	0.0%	?	-3%
O=C(CCN1C(=O)c2ccccc2S1(=O)=O)NCc1ccccc1Cl	11	/	1%	-2	-7	/	1%	9%	-0.1%	3%	/
